Screens (PubChem)
Lipid droplet = modulators of hepatic lipid droplet formation | AML12 mouse hepatocytes, oleate lipid droplets, BODIPY imaging | inhibition, % at 6.5 µM | 0.4% of 240,000 active;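 active = lipid droplet intensity inhibited by at least 50%, with more than 500 cells counted; inconclusive = wells with under 300 cells, treated as cytotoxic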
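material = mouse AML12 hepatocyte cell line, fixed after treatment | also added = 100 µM oleic acid challenge | doses = compound at 6.5 µM only | schedule = overnight exposure | technique = Image-based BODIPY and DAPI two-channel analysis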
HEK293 NOD2/NF-kB = inhibition of NOD2-driven NF-kB reporter – cell-based, luminescence, uHTS, HEK293 (AID 1566) | HEK293 NOD2/NF-kB luciferase reporter, luminescence; higher % means a stronger effect | one-dose inhibition, % at 4 µM; EC50 in µM for titrated hits | 0.63% of 290,000 active; in the data active = inhibition above about 50%; note: many of its hits are not listed in these tables
Lipid droplet cells 6.5 µM = recorded beside Lipid droplet, whose call it bears; cell count; measured here: cell count, cytotoxicity flag;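 cells counted across two imaged fields per well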
* hit, by the source's call; ? = inconclusive; / = not tested or not shown. The list is partial; rates above refer to the full screens.

SMILES,Lipid droplet,Lipid droplet cells 6.5 µM,HEK293 NOD2/NF-kB
Nc1ccn(C2CC(O)C(CO)O2)c(=O)n1 (configuration not stated),-11,722,8%
Cc1ccc(S(=O)(=O)NCC(C)n2cncn2)cc1 (configuration not stated),-18,742,0%
COc1cccc(NC(=O)CCCNC(=O)Cn2cnc3sc(C)c(C)c3c2=O)c1,2,792,22%
Nc1ncnc2nc(SCC(=O)Nc3ccccc3F)[nH]c12,-1,798,-4%
COc1ccc(/C=C/c2nc(C#N)c(NCCN(C)C)o2)cc1OC,0,783,1%
CCOC(=O)/C=C1\CN(Cc2cc(OC)c(OC)c(OC)c2)S(=O)(=O)c2ccc(C(F)(F)F)cc21,-50,756,19%
Cc1cccc(CC(=O)NCCN2CCCCC2)c1,6,872,-7%
CC(=O)Cc1nsc(NC(=O)c2ccc(COc3ccccc3Cl)o2)n1,?,/,-55%
FC(F)(F)c1nc(NCc2ccccc2)c2nnn(Cc3ccccc3)c2n1,2,812,-12%
COCc1cc(CN2CCN(CCc3ccccc3)C(CCO)C2)ccc1OC (configuration not stated),2,785,-10%
O=C(CN(Cc1ccccc1Cl)C(=O)c1csnn1)NCc1ccc(F)cc1,-1,821,13%
COc1ccc(NC(=O)C2CCCN(S(C)(=O)=O)C2)c(OC)c1 (configuration not stated),3,827,23%
Cc1ccc(NC(=O)CCCn2nc(C)c3c(C)n(-c4ccccc4)nc3c2=O)c(Cl)c1,1,733,15%
CCc1cc(=O)oc2c(C)c(O[C@@H]3O[C@H](CO)[C@@H](O)[C@H](O)[C@H]3O)ccc12,-4,782,-1%
Cc1ccc(NS(=O)(=O)c2ccc(-c3coc(C)n3)cc2)c(Br)c1,-2,714,40%
CCC(C(=O)NCCC1=CCCCC1)n1nc(C)c2c(C)n(-c3ccccc3)nc2c1=O (configuration not stated),38,735,14%
COC(=O)c1ccc(NS(=O)(=O)NC(=O)c2c[nH]c3ccccc23)cc1,8,724,6%
CCN(CC)C(=O)C1CCCN(C(=O)c2oc3ccc(C)cc3c2C)C1 (configuration not stated),-22,815,8%
COc1ccc(NC(=O)Nc2ccc([N+](=O)[O-])cc2)cn1,-3,725,9%
Nc1ccc2nc(COc3ccccc3)[nH]c2c1,0,864,-14%
COc1ccc(C(=O)C2CCN(C(=O)c3ccc(OC)cc3)CC2)cc1,6,831,40%
CCOc1ccc(CCNC(=O)CCc2nnc3ccc(N4CCCC4)nn23)cc1OCC,70*,752*,18%
COc1ccc(NC(=O)O/N=C/c2ccccc2)cc1,-9,825,-45%
Cc1ccccc1CN1CCN(C(=O)c2cccc3ccccc23)CC1,-2,855,11%
CCCCN(CC)CCNC(=O)c1ccc2c(Cl)c3c(nc2c1)CCC3,-4,818,26%

Quoted at random: three entries already listed.
SMILES,Lipid droplet,Lipid droplet cells 6.5 µM,HEK293 NOD2/NF-kB
CCOC(=O)/C=C1\CN(Cc2cc(OC)c(OC)c(OC)c2)S(=O)(=O)c2ccc(C(F)(F)F)cc21,-50,756,19%
COc1ccc(NC(=O)C2CCCN(S(C)(=O)=O)C2)c(OC)c1 (configuration not stated),3,827,23%
CCc1cc(=O)oc2c(C)c(O[C@@H]3O[C@H](CO)[C@@H](O)[C@H](O)[C@H]3O)ccc12,-4,782,-1%

Going on with the list.
SMILES,Lipid droplet,Lipid droplet cells 6.5 µM,HEK293 NOD2/NF-kB
O=C(CCc1ccccc1)NNC(=O)COc1ccccc1Cl,3,853,-16%
CC(=O)N1c2ccc(C)cc2C(c2ccccc2)CC1C (configuration not stated),-5,793,18%
COc1ccc(C2=NN(c3nc(-c4ccc(CNC(C)=O)cc4)cs3)C(c3ccco3)C2)cc1 (configuration not stated),8,707,2%
CCC(C)C(=O)Nc1nnc(CCc2ccccc2)s1 (configuration not stated),4,839,-4%
COc1ccccc1CNC(=O)C(=O)NCC1OCCN1S(=O)(=O)c1ccc(Br)cc1 (configuration not stated),-1,812,12%
CC(=O)O[C@]1(C(C)=O)CCC2C3C=C(C)C4=CC(=O)CC[C@]4(C)C3CC[C@@]21C (some centres not stated),-30,819,2%
COc1ccc(C(=O)NC2CC2)cc1OC1CCN(Cc2ccc(F)cc2)CC1,-7,733,-11%
Cc1ccc(S(=O)(=O)/N=C2\C=C(Nc3cccc(C(=O)O)c3)C(=O)c3ccccc32)c(C)c1,5,836,41%
Cc1ccccc1-c1nc(CS(=O)(=O)CC(=O)NCCCN2CC(C)CC(C)C2)c(C)o1 (configuration not stated),-2,765,0%
O=C(CCC(=O)Nc1ccccc1Cl)NN=C1CCCC1,22,739,2%
COc1ccc(C(=O)C2CCCN(C(=O)c3ccc(CSC)o3)C2)cc1F (configuration not stated),-15,669,7%
O=C(NCc1ccncc1)C1CCN(S(=O)(=O)c2cccc(C(F)(F)F)c2)CC1,-1,747,-7%
Cc1ccc(NC(=O)CCNC(=O)c2ccc(Cl)cc2)nc1,6,850,5%
COc1ccccc1-c1cc(C(=O)NC2CCN(C)CC2)c2ccc(Cl)c(C)c2n1,-3,766,-1%
COc1ccc(-c2nc(CS(=O)(=O)CC(=O)NC3CCC(C)CC3)c(C)o2)cc1 (configuration not stated),17,782,-27%
O=C(Nc1ccccc1)c1cccc(N2C(=O)C3C4CC(C(Br)C4Br)C3C2=O)c1 (configuration not stated),6,854,8%
N#CCNC(=O)C1c2ccccc2Oc2ccccc21,2,781,8%
O=C(O)C1CCN(S(=O)(=O)c2cccc3nonc23)CC1,3,756,15%
Cc1ccc(NC(=O)c2cnccn2)cc1C,1,725,-45%
COc1ccc(C(=O)Nc2ccc3ccccc3n2)cc1OC,0,776,-27%
CCOc1cccc(-c2c(C(=O)N/N=C/c3ccc(C)s3)nnn2-c2nonc2N)c1,9,693,16%
Cc1nc2cc(C(=O)N3CCN(C)CC3)ccc2n1C,-2,751,2%
CC(C)=CCCC(C)CN1CCC(n2nccc2NC(=O)C2CCCC2)CC1 (configuration not stated),-3,853,6%
CC(NC(=O)N1CCN(c2ccccc2F)CC1)c1ccc(F)c(F)c1 (configuration not stated),-1,709,17%
Cc1ccc(N(C(=O)c2snc(C(N)=O)c2N)C(C(=O)NC2CCCC2)c2ccc(C)o2)cc1 (configuration not stated),-18,788,-6%

Three of the entries above in order of the HEK293 NOD2/NF-kB value, low to high.
structure	HEK293 NOD2/NF-kB
COc1ccccc1-c1cc(C(=O)NC2CCN(C)CC2)c2ccc(Cl)c(C)c2n1	-1%
O=C(O)C1CCN(S(=O)(=O)c2cccc3nonc23)CC1	15%
CC(=O)N1c2ccc(C)cc2C(c2ccccc2)CC1C (configuration not stated)	18%

The main list resumes with the two entries that preceded the break.
SMILES,Lipid droplet,Lipid droplet cells 6.5 µM,HEK293 NOD2/NF-kB
CC(NC(=O)N1CCN(c2ccccc2F)CC1)c1ccc(F)c(F)c1 (configuration not stated),-1,709,17%
Cc1ccc(N(C(=O)c2snc(C(N)=O)c2N)C(C(=O)NC2CCCC2)c2ccc(C)o2)cc1 (configuration not stated),-18,788,-6%
CC(NC(=O)C1CCN(C(=O)[C@@H]2Cc3ccccc3CN2)CC1)c1ccccc1 (some centres not stated),-1,750,17%
OCCCc1cn(CC2CCCCC2)nn1,-2,798,-6%
CCOc1ccc(NC(=O)CCNS(=O)(=O)c2ccc3c(c2)CC(C)N3C(C)=O)cc1 (configuration not stated),13,710,23%
NC(=O)C1CCCN(Cc2ccc3ccccc3c2)C1 (configuration not stated),1,828,6%
CNC(=S)N1CCN(c2nc(-c3cccc(OC)c3)cs2)CC1,7,795,20%
COc1ccc(C(CC(=O)Nc2cc(C)ccn2)N2Cc3ccccc3C2=O)cc1 (configuration not stated),-5,822,8%
O=C(CCN1N=C(c2ccccc2)CCC1=O)NCCCN1CCOCC1,-2,731,-7%
CC(NC(=O)C1CCN(C(=O)[C@@H]2Cc3ccccc3CN2C(=O)OC(C)(C)C)CC1)c1ccccc1 (some centres not stated),-1,793,4%
COc1ccc(C2=NN(CC(=O)NCC(OC)OC)C(=O)CC2)cc1,11,544,11%
O=C(CSc1nnc(NC(=O)c2ccc(F)cc2)s1)NC1CCCC1,-24,759,-32%
COc1cc(OC)c(OC)cc1CN1CCN(Cc2ccc(C(F)(F)F)cc2)CC1,-6,814,5%
Cc1[nH]c(C)c(S(=O)(=O)NCc2ccccc2Cl)c1C(=O)N1CCCC1,11,769,-5%
Cc1cccc(N(CC(=O)NCc2ccccc2)C(=O)CCC(=O)Nc2nccs2)c1,-2,824,0%
CCN(CC)C(=O)Cn1cc(S(=O)(=O)CC(=O)NCc2ccc(F)cc2)c2ccccc21,-13,646,-5%
CCC(CC)COC(=O)C1=C(C)NC(=O)NC1c1ccc([N+](=O)[O-])cc1 (configuration not stated),-2,761,16%
COc1ccc(C2=NOC(Cn3nc(C(=O)O)cc3-c3ccccc3)C2)cc1 (configuration not stated),1,731,4%
CCN(CC)CCNC(=O)c1ccc(NC(=O)CC(NC(=O)c2ccccc2Cl)c2ccccc2)cc1 (configuration not stated),-2,705,-1%
COc1ccc(C(=O)N/C(=C\c2cn(C)c3ccccc23)C(=O)N2CCN(C)CC2)cc1,6,745,17%
COc1ccc(/C=C(\NC(=O)c2ccccc2)C(=O)N2CCCCC2)cc1OC,1,794,7%
Clc1cc(Cl)c(OCCCCn2cncn2)c(Cl)c1,-4,752,17%
COc1cccc(CNC(=O)c2nnn(CC(=O)Nc3cc(C)ccc3C)c2N)c1,5,719,-2%
COc1ccccc1-c1noc(-c2ccccc2C(=O)NCC2CCCO2)n1 (configuration not stated),17,765,12%
COc1ccc(Cc2nc3ccc(C(=O)N4CCC[C@H]4CO)cc3o2)cc1,-20,813,-1%
CCOC(=O)c1c(NC(=O)C2CCCCC2)sc2c1CCN(C(C)C)C2,7,727,11%
O=C(Nc1cccc(O)c1)c1ccc(NC(=O)c2cccs2)cc1,-2,689,-4%
COc1ccc(S(=O)(=O)NCC(=O)Nc2ccc3c(c2)OCCO3)cc1OC,1,839,5%
CCOc1ccc(NC(=O)CS(=O)CC(=O)Nc2cccnc2)cc1 (configuration not stated),20,834,0%
CC(NC(=O)CN(C)Cc1ccc(Br)cc1)c1ccccc1 (configuration not stated),-29,821,-5%
CCCc1cc(=O)oc2cc(C)cc(OCC(=O)Nc3ccc(CN4CCOCC4)cc3)c12,-7,624,24%
COc1ccc(CN2CCN(c3ccccc3OC)CC2)c(OC)c1,-13,799,14%
Cc1ccc(N(CC(=O)NC2CCCCC2)S(=O)(=O)c2cccs2)cc1,-5,595,-2%
Cc1cccc(OCc2nnc(SC(C)C(=O)O)n2-c2ccccc2)c1 (configuration not stated),-4,811,4%
Cc1cccc(/C=N/NC(=O)Cc2ccc(Cl)cc2)c1O,-2,799,10%
CCC(CC)c1nnc(NC(=O)C2CCN(C(=O)c3ccco3)CC2)s1,-12,709,-9%
Cn1c(CC(=O)Nc2ccccc2)nnc1SCC(=O)NC1CCCC1,-10,801,-14%
O=C(CCCN1C(=O)C2CC=CCC2C1=O)Nc1ccccc1F (configuration not stated),-1,693,-4%
CCC(Oc1ccc(F)cc1)C(=O)N1CCCCCCC1 (configuration not stated),-5,807,2%
COc1ccc(N2CCN(S(=O)(=O)c3ccc(OC)c(C(=O)N4CCCC4)c3)CC2)cc1,16,768,22%
COc1ccc2nc(NC(=O)CSc3cn[nH]n3)sc2c1,-3,795,-39%
O=C(c1cnsn1)N1CCCC(Nc2ccc(F)c(F)c2)C1 (configuration not stated),-10,714,0%
C[C@H](NC(=O)C1CCN(S(=O)(=O)c2ccccc2)CC1)C(=O)NCc1ccc(F)cc1,-6,739,14%
O=C(NCc1cccc(Cl)c1)C1CCN(c2nnc(N3CCCC3=O)s2)CC1,5,751,6%
Cc1ccc(C(=O)N/N=C\c2ccncc2)s1,2,634,-2%
Cc1cccn2c(=O)c3cc(C(=O)NCC4CCCO4)c(=N)n(Cc4ccc(F)cc4)c3nc12 (configuration not stated),-2,640,18%
Cc1c(OCC(=O)NC(Cc2ccc(Cl)cc2)C(=O)O)ccc2c1oc(=O)c1ccccc12 (configuration not stated),-2,767,28%
CCn1c(CNC(=O)C2CCCCC2)cc2cc(C)ccc21,-2,847,0%
O=C(NC1CCCC1)c1ccc(Cl)c(S(=O)(=O)N2CCOCC2)c1,-18,727,-4%
CNS(=O)(=O)c1cc(-c2nnc(Nc3ccc(NC(C)=O)cc3)c3ccccc23)ccc1C,-11,790,4%
COC(=O)CN1C(=O)Nc2ccc(Cl)cc2C1c1ccccc1 (configuration not stated),-1,783,22%
Clc1ccc(C2Nc3cccc4cccc(c34)N2)cc1,-10,800,-18%

More entries:
SMILES,Lipid droplet,Lipid droplet cells 6.5 µM,HEK293 NOD2/NF-kB
O=C(COc1ccccc1Cl)N1CCCCCCC1,4,855,9%
Cc1ccc2nc(N(CCCN(C)C)C(=O)c3ccc(S(=O)(=O)N4CCc5ccccc5C4)cc3)sc2c1,2,835,4%
O=C(/C=C/c1ccccc1F)N1CCN(c2ccccn2)CC1,0,881,-18%
CC(NC(=O)c1ccc(F)cc1)C1CC2CCC1C2 (configuration not stated),12,840,8%

Entries of single compounds from above:
Entry for CC(NC(=O)c1ccc(F)cc1)C1CC2CCC1C2 (configuration not stated) : Lipid droplet = 12; Lipid droplet cells 6.5 µM = 840; HEK293 NOD2/NF-kB = 8%
Entry for O=C(/C=C/c1ccccc1F)N1CCN(c2ccccn2)CC1 : Lipid droplet = 0; Lipid droplet cells 6.5 µM = 881; HEK293 NOD2/NF-kB = -18%
